Menin MLL FP TR – menin-MLL binding inhibition, Texas Red mutant peptide; O00255; Potency, µM (top dose mostly 61.6 µM), for the others: at the top dose FP activity change, negative = inhibition, hits mostly inhibitors; Menin + Texas Red MLL mutant peptide, fluorescence polarization; hit rate 0.23% among 270,000; active = well fitted inhibition curve with a large enough effect in the polarisation, with a control signal flat, not every such curve was filed as active; inconclusive = small, poorly fitted or top-dose-only effect, or effect the other way, or a change in a side signal; inactive = no such curve, though single readings can be large or run the other way; the % refers to the polarisation; note: potency is the fitted concentration of half-maximal effect; % of control where 0% means no effect; many of its hits are not listed in these tables
PTAP TSG101 blk – blocks PTAP/TSG101 interaction to inhibit HIV-1 budding; Fluorescence polarization, FITC-PTAP peptide / Tsg101 binding; Potency, µM (titrated, usually from 115 µM), for the others: at the highest dose activity change, negative = inhibition, usual class: inhibitors; Q99816; 340,000 tested, under 10 active; active = well fitted inhibition curve with a large enough effect in the main read-out, with a control signal flat, not every such curve was filed as active; inconclusive = small, poorly fitted or top-dose-only effect, or effect the other way, or a change in a side signal; inactive = no such curve, though single readings can be large or run the other way; note: potency is the fitted concentration of half-maximal effect; % of control where 0% means no effect
Target sequence (Q99816 whole entry, looked up): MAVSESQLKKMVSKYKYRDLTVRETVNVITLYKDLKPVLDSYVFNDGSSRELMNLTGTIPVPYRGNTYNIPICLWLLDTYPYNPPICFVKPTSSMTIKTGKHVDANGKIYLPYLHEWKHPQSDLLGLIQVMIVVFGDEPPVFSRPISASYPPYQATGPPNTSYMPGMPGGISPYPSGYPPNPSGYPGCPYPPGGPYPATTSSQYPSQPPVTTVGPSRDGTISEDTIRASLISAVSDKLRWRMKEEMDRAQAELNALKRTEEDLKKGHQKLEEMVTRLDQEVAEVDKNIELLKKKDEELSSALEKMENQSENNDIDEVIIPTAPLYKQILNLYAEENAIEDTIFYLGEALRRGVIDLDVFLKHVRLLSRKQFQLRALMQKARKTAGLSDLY
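Fluorescence anisotropy tracks displacement of a FITC-tagged PTAP peptide (50 nM) from the Tsg101 binding domain (10 uM), following a 20 min room-temperature incubation at pH 7.5.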
FBPA coupling cs – coupling enzyme interference in Giardia aldolase counter-screen. coupling enzyme system counterscreen, AmpLite Red fluorescence. activity change, negative = inhibition, % at 58.2 µM, hits read low. hit rate 0.67% among 290,000; in the data active = activity change below about -30%; note: % is set by controls: 0 for no effect and ±100 for the full control effect
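Counterscreen lacking aldolase: glyceraldehyde-3-phosphate coupling-enzyme reagent preincubated 10 min at RT with compound (at 57.5 uM final), then substrate/coupling system with AmpLite Red added; fluorescence read at 525/598 nm after 20 min RT.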
Giardia kill – Giardia lamblia killing; Giardia lamblia trophozoite viability; AID 540267; activity change, % at 7.66 µM, hits read low; hit rate 0.15% among 340,000; in the data active = activity change below about -80%; inconclusive = between about -30% and that limit;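 note: parasites exposed to compound for two days anaerobically before the ATP read; % is set by controls: 0 for no effect and ±100 for the full control effect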
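Killing of trophozoites was scored by loss of ATP luminescence after a 48 hrs anaerobic exposure to compounds at 37 deg C, using 100 cells per well.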
PKM2 activator – PKM2 (human) enzyme activation. purified PKM2, Kinase-Glo ATP luminescence, activation; response scale: 0% is enzyme alone, no compound. P14618. Potency, µM (doses to about 57.5 µM), for inactives: at the top dose activation, most hits filed as activators. hit rate 0.34% among 260,000; note: potency is the fitted concentration of half-maximal effect; % is set by controls: 0 for no effect and ±100 for the full control effect; nearly all actives have a fitted effect of over 55% in size
Target sequence (P14618 whole entry, looked up): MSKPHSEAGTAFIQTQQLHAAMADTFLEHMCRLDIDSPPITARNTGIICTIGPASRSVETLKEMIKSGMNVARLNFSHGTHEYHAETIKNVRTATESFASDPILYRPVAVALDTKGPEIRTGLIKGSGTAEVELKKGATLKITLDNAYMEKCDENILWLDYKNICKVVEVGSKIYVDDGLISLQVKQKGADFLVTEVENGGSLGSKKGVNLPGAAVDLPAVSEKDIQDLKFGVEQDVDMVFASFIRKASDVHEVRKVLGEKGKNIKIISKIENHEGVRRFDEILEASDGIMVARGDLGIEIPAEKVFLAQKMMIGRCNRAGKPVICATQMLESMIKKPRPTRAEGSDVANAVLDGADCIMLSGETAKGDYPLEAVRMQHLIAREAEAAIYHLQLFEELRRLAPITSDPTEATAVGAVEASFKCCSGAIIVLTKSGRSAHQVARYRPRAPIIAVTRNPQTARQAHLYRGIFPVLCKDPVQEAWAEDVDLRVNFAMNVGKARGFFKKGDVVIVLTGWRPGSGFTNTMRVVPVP
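Purified hPK-M2 (>95%) run at intermediate activity with 0.1 mM ADP and 0.5 mM PEP in 50 mM imidazole pH 7.2, KCl, MgCl2; 1 h room temperature. ATP formed read by Kinase-Glo luminescence; normalized to uninhibited and no-enzyme controls.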
Tb PFK block – T. brucei PFK enzyme inhibition; Potency, µM (highest dose often 57.5 µM), for the others: at the highest dose activity, negative = inhibition, most hits filed as inhibitors; T. brucei PFK, ADP-Glo luminescence; O15648; hit rate 0.17% among 330,000;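 note: potency is the fitted concentration of half-maximal effect; 0% = uninhibited 1x PFK enzyme wells and -100% = no-enzyme wells; nearly all actives have a fitted effect of over 60% in size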
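ADP-Glo luminescence quantified ADP after 45 min at room temperature, with 1.25 nM T. brucei PFK, 0.1 mM ATP and 0.5 mM fructose-6-phosphate in pH 8.0 TEA buffer. qHTS titrations up to 57 µM; curves classified by quality.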
Chronic BCR inh – blocks chronic active B-cell receptor signaling. Potency, µM (top dose mostly 46.1 µM), for the others: top-dose ratio change, negative = lower green/red ratio, actives largely listed as inhibitors. ABC-DLBCL IkBa-CBG/CBR reporter, luminescence ratio, 4 h. hit rate 0.05% among 340,000; active = well fitted inhibition curve with a large enough effect in the signal ratio, with a control signal flat, not every such curve was filed as active; inconclusive = small, poorly fitted or top-dose-only effect, or effect the other way, or a change in a side signal; the % refers to the signal ratio;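 note: potency is the fitted concentration of half-maximal effect; plate controls were basal doxycycline-induced cells for no effect and cells given 10 µM MG132 for full effect; MG132 reads +100%, hits lower the ratio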
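Concentration-response series (up to 46 uM) were applied to TMD8 dual-reporter cells for 4 h at 37C with doxycycline. Green/red ratio, after filter-overlap correction, defined %Activity; red signal alone was normalised to basal cells and zero luminescence.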
a7 integrin act – activates integrin-mediated alleviation for muscular dystrophy. alpha7betagal myoblasts, beta-gal FDG fluorescence, 48 h. AID 624291. hit rate 0.064% among 350,000. Potency, µM (series often up to 38.3 µM), without a hit: top-dose activation, most hits filed as activators;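 note: potency is the fitted concentration of half-maximal effect; 100% = response of the positive control SU9516; nearly all actives have a fitted effect of over 60% in size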
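Alpha7betagal+/- myoblasts (passage 13) were plated 16-24 hr, then exposed to compounds (1:260 dilution of DMSO stock) for 48 hours at 37C. After MPER lysis, β-galactosidase reporter activity was read as FDG fluorescence (ex 480/em 540) after 30 minutes.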
GALK inhibitor – blocks human galactokinase activity. P51570. Potency, µM (highest dose often 57.5 µM), inactives show at the highest dose activity change, negative = inhibition, actives largely listed as inhibitors. AID 1868. hit rate 0.007% among 270,000. Purified GALK, Kinase-Glo residual ATP luminescence; note: potency is the fitted concentration of half-maximal effect; % is set by controls: 0 for no effect and ±100 for the full control effect
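Human GALK (5 nM) with 35 uM ATP and 100 uM galactose in 20 mM HEPES pH 8.0, 5 mM MgCl2, 60 mM NaCl, 1 mM DTT, 0.01% BSA. After 1 h at room temperature, leftover ATP was read by Kinase-Glo Plus luminescence.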
S-ASM inh – inhibitors of human secretory acid sphingomyelinase; P17405; placental ASM, HMU-PC fluorogenic substrate, 60 min; Potency, µM (doses to about 57.5 µM), for inactives: top-dose activity change, negative = inhibition, actives largely listed as inhibitors; hit rate 0.006% among 340,000; AID 504937; note: potency is the fitted concentration of half-maximal effect
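Fluorescence read-out (Ex 386 nm, Em 447 nm) after stopping the reaction at pH 10. Enzyme: ASM from human placenta; substrate HMU-PC0, 9 uM final; 60 min, 37 °C. Compound preincubation 10 min, ambient temperature.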
B2AR arrestin – recruits beta-arrestin to the human beta2-adrenergic receptor; P07550; beta-arrestin recruitment to beta2AR, cell-based reporter; Potency, µM (series often up to 46.1 µM), without a hit: at the top dose activation, most hits filed as activators; hit rate 0.02% among 330,000;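 note: potency is the fitted concentration of half-maximal effect; 0% = DMSO controls and full agonism = EC100 isoproterenol or metaproterenol; nearly all actives have a fitted effect of over 65% in size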
* = called active by the depositor; ? = inconclusive; · = no result given; [ ] = another dose, or the depositor's remark. Unless noted, calls come from the whole dose curve; as a rule, active = well fitted curve in the direction sought with a large enough effect; inconclusive = small, poorly fitted or top-dose-only effect, or another doubt; inactive = no such curve, though single readings can be large; an effect the other way counts as inactive or inconclusive. Not all compounds are listed. The share of hits here may be higher or lower than overall.

SMILES	Menin MLL FP TR	PTAP TSG101 blk	FBPA coupling cs	Giardia kill	PKM2 activator	Tb PFK block	Chronic BCR inh	a7 integrin act	GALK inhibitor	S-ASM inh	B2AR arrestin
O=C(Cn1nc2ccccc2n1)N/N=C/c1ccc(F)cc1	·	-11%	1	7	4%	2%	4%	-1%	1%	3%	-0.8%
Cc1cccc(NC(=S)NNC(=O)Cc2ccccc2)c1	7%	-2%	3	-11	-16%	0%	?	5%	1%	5%	0.4%
O=C(O)c1ccc(CSc2nc(-c3ccc(Cl)cc3)cc(C(F)(F)F)n2)cc1	?	-9%	27	-14	10%	-2%[0.46 µM]	·	-17%	-1%	1%	0.4%
CC12CC3CC(C)(C1)CC(C(=O)NC(=S)N1CCCCC1)(C3)C2	-18%	-2%	2	6	2%	1%	17%	12%	·	58%	3.4%
CC(CNC(=O)CN1C(=O)c2cccnc2Oc2ccc(Cl)cc21)c1ccccc1 (stereo unspecified)	-9%	0%	1	-17	0%[0.46 µM]	-3%	0%	-20%	4%	1%	-0.5%
c1ccc(N/N=C2\CCCc3ccccc32)nc1	10%	-1%	-1	-19	0%	-7%	?	-8%	11%	3%	0.2%
COc1ccc(NC(=O)COc2ccc(Br)cc2)c(OC)c1	-19%	-3%	0	?	-3%	1%	1%	0%	-5%	-5%	-0.2%
COCCCNC(=O)C[C@H]1C[C@H](C(=O)N2CCOCC2)[C@@]2(C)c3[nH]c4cc(-c5ccco5)ccc4c3CCN2C1=O	·	-2%	·	-4	·	0%	0%	-15%	·	19%	-0.1%
COCCCNC(=O)C1CCN(c2ccc(N3CCOCC3)nn2)CC1	·	-10%	0	?	-2%	-9%	1%	-13%	4%	239%[activator]	-0.5%
Cc1nc2c(c(=O)c3ccccc3n2C)c(=O)n1-c1ccccc1	·	-1%	-6	31[activator]	-9%	1%	?	11%	-1%	1%	0.1%
Cc1cccc(NC(=O)CSc2nnc(-c3ccccc3Br)o2)c1C	-4%	1%	-2	-3	20%	1%	0%	16%	0%	-8%	1.2%
CCCCC1(C)OC(=O)C(=Cc2ccc(-c3ccc(Cl)c(C(=O)O)c3)o2)C(=O)O1 (stereo unspecified)	·	-1%	14	-2	?	-1%	17%	2%	-1%	?	-0.4%
CC1(C)CC(=O)C(C(=O)C2CCN(S(=O)(=O)c3ccccc3)CC2)C(=O)C1	-4%	-2%	1	1	0%	-4%	-1%	-18%	0%	0%	-0.4%
CCCCc1nc(NCCNC(=O)c2ccco2)c(C#N)c2c1CSC(C)(C)C2	-1%	-3%	0	3	-11%	1%	18%	-9%	-4%	237%[activator]	0.3%
CC/C(=C/c1sc2ccc(C)cc2[n+]1CCO)SC	5%	8%	-2	5	-3%	-4%	-14%	-22%	6%	0%	-1.1%

Entries of single compounds as entered above. Values in the order: Menin MLL FP TR, PTAP TSG101 blk, FBPA coupling cs, Giardia kill, PKM2 activator, Tb PFK block, Chronic BCR inh, a7 integrin act, GALK inhibitor, S-ASM inh, B2AR arrestin
CC1(C)CC(=O)C(C(=O)C2CCN(S(=O)(=O)c3ccccc3)CC2)C(=O)C1 across the screens: -4%, -2%, 1, 1, 0%, -4%, -1%, -18%, 0%, 0%, -0.4%
O=C(Cn1nc2ccccc2n1)N/N=C/c1ccc(F)cc1 across the screens: ·, -11%, 1, 7, 4%, 2%, 4%, -1%, 1%, 3%, -0.8%
Cc1cccc(NC(=O)CSc2nnc(-c3ccccc3Br)o2)c1C across the screens: -4%, 1%, -2, -3, 20%, 1%, 0%, 16%, 0%, -8%, 1.2%
COc1ccc(NC(=O)COc2ccc(Br)cc2)c(OC)c1 across the screens: -19%, -3%, 0, ?, -3%, 1%, 1%, 0%, -5%, -5%, -0.2%

Additional results.
SMILES	Menin MLL FP TR	PTAP TSG101 blk	FBPA coupling cs	Giardia kill	PKM2 activator	Tb PFK block	Chronic BCR inh	a7 integrin act	GALK inhibitor	S-ASM inh	B2AR arrestin
CCOC(=O)CN1CC23C=CC(O2)C(C(=O)Nc2ccc(F)c(C)c2)C3C1=O (stereo unspecified)	-14%	-4%	3	-23	-1%	7%	?	15%	1%	-2%	-0.2%
Brc1ccc(OCCCCN2CCCCC2)cc1	-7%	-1%	-2	-4	2%[11.5 µM]	2%	0%	-58%[inhibitor]	5%	0%	-0.3%
Clc1cc(Cl)cc(CSc2nnc(-c3sccc3-n3cccc3)o2)c1	2%	-2%	-1	-5	3%	-1%	0%	16%	-2%	1%	-1.2%
N#Cc1ccccc1COC(=O)c1ccc(Br)o1	-16%	-2%	0	8	-5%	-6%	-1%	?	-1%	4%	-0.5%
CCOC(=O)c1c(C)oc2ccc(OCC(=O)N(CC)CC)cc12	-20%	-8%	7	-5	-1%	2%	0%	6%	1%	0%	-0.2%
CN(Cc1c(C(=O)N/N=C/c2cccc(O)c2)nnn1-c1nonc1N)C1CCCCC1	4%	0%	1	?	·	-1%	?	26%	-1%	-3%	-0.1%
Oc1ccc(/C=N/N=C/c2ccc(O)c(O)c2)cc1O	9%	-8%	-4	-8	14%	2.7µM*	?	-12%	-2%	4%	-0.8%
O=C(Cn1cccc1C(=O)c1ccccc1)NCCCc1ccccc1	-5%	-4%	-3	17	·	-1%	-7%	4µM*	-3%	2%	-1.2%
c1ccc(-c2nc(NCCCn3ccnc3)c3oc4ccccc4c3n2)cc1	34%[activator]	-2%	·	28	6%	-2%	?	-19%	-1%	-2%	-0.3%
Cc1ccc(NC(=O)c2cc(NC(=O)c3ccco3)ccc2N2CCCCC2)cc1	2%	2%	3	4	2%	2%	?	-12%	5%	3%	-0.7%
COc1ccccc1NC(=O)C12CCC(C)(C(=O)C1)C2(C)C (stereo unspecified)	-4%	-4%	1	3	?	5%	2%	-36%	10%	2%	-1.5%
NC(=O)c1ccc(NC(=O)CCNC(=O)c2ccco2)cc1	·	-6%	2	0	-4%	-2%	-1%	25%	-1%	-3%	0.6%
O=[N+]([O-])/C(C(=C(Cl)Cl)N1CCN(Cc2ccccc2)CC1)=C1\NCCN1Cc1ccc(Cl)nc1	-9%	-3%	-2	-28	-1%	-5%	9%	20%	1%	-3%	-0.1%
CC(NC(=O)/C(C#N)=C/c1cccs1)c1ccccc1 (stereo unspecified)	5%	-5%	0	-26	0%	-2%	?	3%	0%	0%	-0.1%
O=C(COC(=O)c1cc(S(=O)(=O)N2CCOCC2)c(Cl)cc1Cl)NC1CC1	·	-1%	·	-8	·	3%	6%	-8%	·	4%	0.5%
C/C(=N\NC(=O)c1nnn(-c2nonc2N)c1-c1cccs1)c1cccc(O)c1	13%	-1%	-1	-9	5%	0%	9%	-24%	7%	5%	0.0%
O=C(Nc1ccc(N2CCOCC2)cc1)c1cc2c(s1)CCCCC2	-4%	5%	2	-4	-1%	1%	-2%	7%	5%	-5%	0.2%
COc1cc(C(=O)OCCCc2cc3ccccc3c(=O)o2)cc(OC)c1OC	·	-3%	·	4	·	-1%	?	-15%	·	-1%	0.3%
Cc1ccc(Cl)cc1NC(=O)CCn1cccc1	?	1%	-1	8	0%	0%	?	-12%	2%	-2%	-0.1%
O=C(N/N=C/C(Cl)=C/c1ccc([N+](=O)[O-])cc1)C(=O)Nc1ccc(C(=O)O)cc1	·	-4%	1	2	?	3%	?	-29%	-2%	-6%	-0.3%
CCCS(=O)(=O)N1CCCC(C(=O)NC2CCCC(C)C2C)C1 (stereo unspecified)	6%	-6%	-2	0	-6%	-3%	-1%	4%	4%	1%	-0.4%
Cc1nnc(SCC(=O)Nc2sc3c(c2C(N)=O)CCC(C)C3)[nH]c1=O (stereo unspecified)	·	-4%	·	4	·	0%	0%	-5%	·	2%	0.4%
CC1(C)CC(NC(=O)COc2ccc(Cl)cc2Cl)CC(C)(C)N1	-13%	-2%	0	-8	·	4%	-16%	2%	-1%	6%	-0.3%
CC1(C)C2CCC1(CS(=O)(=O)Nc1ccc(S(=O)(=O)N3CCCCC3)cc1)C(=O)C2 (stereo unspecified)	8%	-4%	7	-8	-3%	-1%	9%	1%	·	3%	1.7%
COc1ccc(CN(C)C(=S)Nc2ccc(OC(F)F)cc2)cc1	13%	0%	-3	2	-10%	1%	-10%	-17%	1%	-1%	-0.3%
